# TbMetRS inhib = Trypanosoma brucei MetRS inhibition; purified T. brucei MetRS, ATP depletion, Kinase-Glo luminescence; inhibition, % at 11.9 µM; 360,000 compounds, 0.4% hits; AID 624268;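 active = inhibition above a per-plate cutoff of the control wells' mean inhibition plus 3 SD, cut at about 5.5% in these data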;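 note: 0% = DMSO wells median and 100% = median of wells with control inhibitor compound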
#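 Assay system: T. brucei methionyl-tRNA synthetase, purified | Medium: HEPES buffer with MgCl2, KCl, DTT, spermine, BSA, pyrophosphatase | Compound: 11.9 µM single point | Incubation: 15 min enzyme-compound preincubation, 2 h reaction, 10 min detection, 25 °C | Measured by: Kinase-Glo luciferase luminescence reporting remaining unconsumed ATP | Measure: % inhibition normalized to control-well medians | Replication: Singlicate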
# Rpn11 inh = blocks the human proteasome subunit Rpn11 | human 26S proteasome, Ub4-pepOG fluorescence polarization; 20S core pre-blocked with epoxomicin | calls only at 20 µM | 360,000 compounds, 0.59% hits;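 active = inhibition at 20 µM, scaled to each plate's controls, above about 33%, limit read from the data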
# Target sequence (O00487 whole entry, looked up): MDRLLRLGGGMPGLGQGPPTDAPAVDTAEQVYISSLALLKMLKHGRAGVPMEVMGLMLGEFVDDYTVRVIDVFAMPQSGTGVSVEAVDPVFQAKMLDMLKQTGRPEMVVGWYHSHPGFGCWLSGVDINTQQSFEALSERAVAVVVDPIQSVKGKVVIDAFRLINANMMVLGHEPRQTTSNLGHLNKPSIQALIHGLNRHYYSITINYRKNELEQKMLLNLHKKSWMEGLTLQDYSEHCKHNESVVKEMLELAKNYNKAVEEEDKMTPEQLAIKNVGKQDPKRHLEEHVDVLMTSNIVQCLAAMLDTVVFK
# DNMT1 block = blocks human DNA methyltransferase DNMT1 | P26358 | DNMT1 molecular beacon, Hinp1I cleavage, fluorescence | inhibition (reported as % activation of signal), % at 10 µM | 360,000 compounds, 0.83% hits; in the data active = inhibition above about 50%
# STEP inh = STEP (human) phosphatase inhibition. inhibition, % at 20 µM. 360,000 compounds, 0.25% hits. P54829. AID 588621. recombinant STEP, OMFP fluorogenic substrate, fluorescence;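 active = inhibition at 20 µM, scaled per plate between control wells, above about 37%, limit read from the data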;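 note: 0% = DMSO with enzyme and substrate and 100% = substrate only without enzyme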
#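 Material: STEP (striatal-enriched tyrosine phosphatase) enzyme, cell-free | Medium: 50 mM Bis-Tris pH 6.0 with 2.5 mM DTT and 0.005% Tween 20 | Read-out: Percent inhibition scaled to no-enzyme and uninhibited-enzyme controls, plate-pattern corrected | Signal: Fluorescence read at 480 nm ex / 540 nm em | Times: 20 min reaction, room temperature, in the dark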
# LMPTP inh = blocks human LMPTP phosphatase. P24666. recombinant LMPTP-A, OMFP fluorogenic substrate, fluorescence intensity. inhibition, % at 20 µM. 360,000 compounds, 0.22% hits. AID 651560;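 active = compounds that cut the enzyme signal by at least half of the control window in the single-dose screen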;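 note: plate controls were DMSO wells with enzyme plus substrate for no effect and substrate without enzyme for full effect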
#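 Assay system: LMPTP-A enzyme. Input: 0.625 nM LMPTP-A final. Probe or stimulus: 400 µM OMFP. Compound dosing: single 20 µM dose. Schedule: 50 min dark incubation at room temperature. Detection: fluorescence intensity of OMFP turnover product. Read-out: percent inhibition versus substrate-only and uninhibited controls. Benchmarks: no-enzyme low control, uninhibited high control.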
# NadD inh = NadD (S. aureus) enzyme inhibition; purified NadD enzyme, colorimetric absorbance read-out; inhibition, % at 20 µM; 360,000 compounds, 0.78% hits; in the data active = inhibition above about 26%; note: some compounds past the cut are filed as inactive
# CSN deneddyl inh = CSN deneddylation inhibition; Q92905; 360,000 compounds, 0.38% hits; AID 651999; Purified CSN, SCF-Nedd8-OG deneddylation, fluorescence polarization; inhibition, % at 12.5 µM;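 active = pattern-corrected inhibition above about 35%, with an unprinted fluorescence ratio check between 0.5 and 1.5, limit read from the data, passing the limit was not always enough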;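 note: 0% = enzyme with substrate and 100% = substrate without enzyme; some results filed as inactive read as strong as hits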
# Target sequence (Q92905 whole entry, looked up, one chain of several): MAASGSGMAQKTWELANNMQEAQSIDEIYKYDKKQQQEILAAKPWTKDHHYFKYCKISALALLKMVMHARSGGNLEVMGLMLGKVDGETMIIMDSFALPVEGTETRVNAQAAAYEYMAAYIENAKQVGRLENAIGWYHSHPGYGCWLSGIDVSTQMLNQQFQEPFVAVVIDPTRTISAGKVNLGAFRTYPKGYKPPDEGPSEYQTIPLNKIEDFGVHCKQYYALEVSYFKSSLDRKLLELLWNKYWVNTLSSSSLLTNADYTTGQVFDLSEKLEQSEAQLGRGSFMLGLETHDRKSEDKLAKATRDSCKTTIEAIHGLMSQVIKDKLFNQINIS
#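 test system = HEK293T-derived human Csn5 enzyme | amount = 0.24 nM Csn5 enzyme, final concentration | medium = Tris/NaCl/DTT buffer, pH 7.5 | schedule = 90 min reaction at room temperature | signal = FP | evaluation = inhibition of Csn5 cleavage, % | compound dosing = single dose of 12.5 µM compound with 0.25% DMSO | probe or stimulus = 10 nM SCFSkp2-Nedd8OG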
# SUMO1-SIM PPI = SUMO1-SIM interaction modulation; AID 602429; 360,000 compounds, 0.33% hits; P63165; inhibition, % at 20 µM; SUMO1 binding to a labelled peptide, TR-FRET, 1 h; in the data active = inhibition above about 37%
# Target sequence (P63165 whole entry, looked up): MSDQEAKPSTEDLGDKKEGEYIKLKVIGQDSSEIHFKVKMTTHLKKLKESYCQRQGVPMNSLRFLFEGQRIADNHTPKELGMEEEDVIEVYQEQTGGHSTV
# Scp-1 inhibitor = Scp-1 (human) phosphatase inhibition | Q9GZU7 | Recombinant Scp1, phosphopeptide, malachite green phosphate absorbance | inhibition, % at 20 µM | 340,000 compounds, 0.88% hits | AID 493091;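 active = inhibition above about 50% at 20 µM, limit read from the data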;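 note: plate controls were DMSO wells with enzyme for no effect and wells lacking enzyme for full effect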
# Target sequence (Q9GZU7 76-261 limits assumed): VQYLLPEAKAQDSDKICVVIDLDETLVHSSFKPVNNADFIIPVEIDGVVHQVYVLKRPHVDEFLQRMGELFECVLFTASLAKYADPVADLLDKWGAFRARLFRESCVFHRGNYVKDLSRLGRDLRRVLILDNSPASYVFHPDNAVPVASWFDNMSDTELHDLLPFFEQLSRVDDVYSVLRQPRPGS
#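 Assay system: SCP-1 catalytic fragment, aa 76-261 | Buffer or medium: Tris acetate buffer pH 5.5 with MgCl2 and Tween-20 | Compound: One concentration, 20 µM, with 1.0% DMSO | Also added: Phospho 17-mer peptide substrate | Signal: Absorbance at 630 nm | Incubation: 45 min enzyme reaction at room temperature | Measure: % inhibition of SCP-1 phosphate liberation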
# MsrA inh = inhibitors of bovine MsrA; inhibition, % at 15.5 µM; 360,000 compounds, 0.75% hits; purified bovine MsrA, absorbance read-out; in the data active = inhibition above about 4.5%;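 note: 0% = vehicle wells with enzyme and 100% = reference inhibitor wells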
# * marks the source's active call; other numbers are inactive results; i = inactive; nt = not tested or not shown.
nr | Compound | TbMetRS inhib | Rpn11 inh | DNMT1 block | STEP inh | LMPTP inh
1 | Cc1ccc(C(=O)NNC(=O)c2ccncc2)cc1S(=O)(=O)N1CCCCC1 | -0.4 | i | -1 | -1 | -1.2
2 | O=C1[C@@H]2[C@@H]3C[C@@H]([C@H]4ON=C(c5ccc(Cl)cc5Cl)[C@@H]34)[C@@H]2C(=O)N1C1CCCCC1 | -0.5 | i | 0 | 1 | 2.2
3 | COc1ccc(-c2nc3cc(C)c(Br)c(C)n3c2CC2CCCCC2)cc1OC | -0.7 | nt | nt | nt | 3.3
4 | COc1ccc(CCNC(=O)CCCn2c(=O)[nH]c3cc(OC)c(OC)cc3c2=O)cc1OC | 0.1 | i | 5 | 2 | -0.5
5 | Cc1csc(SCC(=O)NC(=O)C2CCCCC2)n1 | -0.3 | i | 1 | 0 | -0.7
6 | COc1ccc(Cc2noc(-c3ccccc3)n2)cc1OC | -0.2 | i | 5 | -2 | 0.9
7 | Cc1ccc(N2N=C(c3ccc(Br)cc3)CCC2=O)cc1 | 0.0 | i | 3 | -2 | 0.4
8 | Cc1ccc(CNC(=O)CS(=O)CC(=O)O)cc1 (configuration not stated) | 0.0 | i | -4 | 2 | -1.1
9 | CCc1ccc(C(=O)NNC(=O)c2ccc(OCC(=O)N3CCOCC3)c(OC)c2)cc1 | -0.1 | i | 3 | 0 | -1.9
10 | CC1(C)CC(Nc2ccc(C(F)(F)F)cc2[N+](=O)[O-])CC(C)(C)N1 | -1.5 | i | 1 | 1 | 0.4

nr | NadD inh | CSN deneddyl inh | SUMO1-SIM PPI | Scp-1 inhibitor | MsrA inh
1 | 5 | 3 | 2 | -6 | -0.6
2 | -10 | -22 | -2 | -12 | 1.1
3 | 0 | 2 | 2 | nt | 0.4
4 | -3 | -2 | 4 | -6 | 0.0
5 | 2 | 5 | 2 | -1 | 0.4
6 | -8 | -1 | -2 | -8 | 0.3
7 | -3 | 9 | -6 | -7 | 0.3
8 | -2 | 4 | 2 | 1 | -0.9
9 | 5 | 2 | 4 | -6 | 0.0
10 | -9 | 3 | -21 | -2 | -0.6

# Some of the entries so far, with one line to a screen:
[6] COc1ccc(Cc2noc(-c3ccccc3)n2)cc1OC
[7] Cc1ccc(N2N=C(c3ccc(Br)cc3)CCC2=O)cc1
[8] Cc1ccc(CNC(=O)CS(=O)CC(=O)O)cc1 (configuration not stated)
[9] CCc1ccc(C(=O)NNC(=O)c2ccc(OCC(=O)N3CCOCC3)c(OC)c2)cc1
[10] CC1(C)CC(Nc2ccc(C(F)(F)F)cc2[N+](=O)[O-])CC(C)(C)N1

assay / compound	6	7	8	9	10
TbMetRS inhib	-0.2	0.0	0.0	-0.1	-1.5
Rpn11 inh	i	i	i	i	i
DNMT1 block	5	3	-4	3	1
STEP inh	-2	-2	2	0	1
LMPTP inh	0.9	0.4	-1.1	-1.9	0.4
NadD inh	-8	-3	-2	5	-9
CSN deneddyl inh	-1	9	4	2	3
SUMO1-SIM PPI	-2	-6	2	4	-21
Scp-1 inhibitor	-8	-7	1	-6	-2
MsrA inh	0.3	0.3	-0.9	0.0	-0.6

# (further entries)
nr | Compound | TbMetRS inhib | Rpn11 inh | DNMT1 block | STEP inh | LMPTP inh
11 | O=C(Cc1ccc(-n2cccc2)cc1)NCc1cccs1 | -0.9 | i | 2 | -2 | 1.4
12 | NS(=O)(=O)c1cccc(NC(=O)COC(=O)CCC(=O)c2cccs2)c1 | -0.3 | i | -1 | 0 | -1.8
13 | CCOC(=O)[C@]12CCC=C1N(Cc1ccc(Cl)cc1Cl)C(=O)[C@H](CC(=O)N1CCCC1)C2 | 0.0 | nt | nt | nt | -0.2
14 | CCN(CC)c1ccc(/C=N/NC(=S)NC)c(O)c1 | -0.3 | i | -9 | -1 | 0.9
15 | COC(=O)c1ccc(NC(=O)Cn2nc(C)cc2C)cc1 | -0.3 | i | 14 | 2 | -1.4
16 | CC12CC3(C)CC(C)(C1)CC(C(=O)NCCc1ccc(S(N)(=O)=O)cc1)(C2)C3 | 0.0 | i | 0 | -1 | -1.4
17 | O=C1CCc2cc(S(=O)(=O)N3CCC(C(=O)NCc4ccccc4Cl)CC3)ccc2N1 | -0.1 | i | 2 | 2 | -0.5
18 | O=C(NC1CCCCCCC1)c1ccc2c(c1)N(Cc1ccc(F)cc1)C(=O)CS2=O (configuration not stated) | -0.8 | i | -1 | 4 | 2.6
19 | Cc1ccc(S(=O)(=O)CCc2nnc(NC(=O)c3ccco3)s2)cc1 | -0.7 | i | -1 | -3 | 0.2
20 | COc1ccc(N(Cc2cc3cccc(C)c3[nH]c2=O)S(=O)(=O)c2ccc(OC)cc2)cc1 | -0.7 | i | -4 | 1 | -0.5

nr | NadD inh | CSN deneddyl inh | SUMO1-SIM PPI | Scp-1 inhibitor | MsrA inh
11 | -2 | -5 | 2 | 0 | 0.8
12 | -4 | 2 | 0 | -2 | -0.8
13 | 4 | 6 | 4 | nt | 0.7
14 | -3 | 5 | -6 | -9 | 3.9
15 | -6 | -6 | -2 | -3 | 0.8
16 | -12 | -3 | 5 | -7 | -0.6
17 | 1 | -5 | 0 | -15 | -1.2
18 | 5 | 4 | 2 | -2 | -2.4
19 | 7 | -4 | 0 | -15 | nt
20 | 6 | 2 | -2 | -17 | 0.2

# (further entries)
nr | Compound | TbMetRS inhib | Rpn11 inh | DNMT1 block | STEP inh | LMPTP inh
21 | CCc1ccc(S(=O)(=O)NCc2csc(-c3ccccc3)n2)s1 | -0.5 | i | -8 | 2 | 1.8
22 | O=C(O)c1ccc(Oc2c(C(F)(F)F)oc3cc(O)ccc3c2=O)cc1 | -0.7 | i | 1 | -2 | -1.4
23 | CCn1cc(C(=O)N2CCCC(N3CCN(c4cccc(C(F)(F)F)c4)CC3)C2)cn1 (configuration not stated) | 0.1 | i | 0 | -1 | 1.3
24 | COC(=O)[C@]1(Cc2ccccc2)N[C@H](CN(C)S(=O)(=O)c2ccc(C(C)(C)C)cc2)[C@@H]2C(=O)N(Cc3ccccc3)C(=O)[C@@H]21 | -1.3 | i | -2 | 3 | 1.6
25 | C#CCCCc1nc2ccccc2c(=O)n1N | 0.0 | i | 5 | -6 | -0.6
26 | CN(c1ccc(C(=O)Nc2ccccc2C(=O)N2CCOCC2)cc1)S(C)(=O)=O | -0.9 | i | 8 | -7 | -1.5
27 | CCN(CC)c1ccc(/C=N/O)cc1 | 0.3 | i | 1 | -1 | -1.2
28 | COc1ccccc1C(=O)NCCC(=O)NN1C(=O)NC2(CCCCC2)C1=O | 0.1 | i | 2 | 1 | -0.9
29 | COc1ccc(CCC(=O)Nc2ccc(C)c([N+](=O)[O-])c2)cc1 | -1.4 | i | -1 | 0 | -0.8
30 | Cc1ccc(NC(=O)[C@H](Cc2ccccc2)NC(=O)CC[C@H]2O[C@@H](n3ccc(=O)[nH]c3=O)[C@H](O)[C@@H]2O)cc1C | -0.5 | i | -6 | 0 | -2.1

nr | NadD inh | CSN deneddyl inh | SUMO1-SIM PPI | Scp-1 inhibitor | MsrA inh
21 | -6 | 1 | -2 | 0 | -0.8
22 | 0 | -2 | 7 | -4 | 1.1
23 | 2 | 0 | 4 | -7 | -0.5
24 | 18 | 0 | 2 | -5 | 0.4
25 | 1 | -2 | 1 | -5 | 0.1
26 | -2 | 1 | 1 | -9 | -0.1
27 | -4 | 5 | -3 | -1 | 3.5
28 | 1 | 1 | 0 | -8 | -0.3
29 | 5 | -6 | -21 | -11 | 1.2
30 | -4 | 3 | 2 | nt | -1.7

# Remaining list, next part:
nr | Compound | TbMetRS inhib | Rpn11 inh | DNMT1 block | STEP inh | LMPTP inh
31 | Cc1ccc(O)c(C(=O)CC(=O)c2ccccc2Cl)c1 | -0.8 | i | 3 | 2 | 2.2
32 | Cc1onc(-c2ccccc2)c1CNS(=O)(=O)c1ccccc1 | -0.2 | i | -1 | 0 | 0.4
33 | CC(=O)c1n[nH]nc1NC(=O)c1ccccc1 | -0.3 | i | -3 | -3 | -1.5
34 | COc1cccc(C(O)c2cnc(C(C)C)n2C)c1OC (configuration not stated) | -0.9 | i | -2 | 0 | 0.1
35 | CCOC(=O)c1ccc(CNC(=O)C2CCC(=O)N(CCc3ccccc3)C2)o1 (configuration not stated) | -0.5 | i | 2 | -1 | -0.5
36 | COc1ccc(CCNC(=O)C(=O)NCC2OCCN2S(=O)(=O)c2ccc3c(c2)OCCO3)cc1OC (configuration not stated) | -0.2 | i | -2 | 2 | -0.3
37 | COc1cc(/C=C/C(=O)O)cc(S(=O)(=O)Nc2ccc3cn[nH]c3c2)c1OC | -0.1 | i | 0 | -3 | -0.1
38 | CCOC(=O)c1ccccc1NC(=O)c1cccc([N+](=O)[O-])c1 | 0.1 | i | 1 | 1 | -1.5
39 | Cc1ccc(S(=O)(=O)NNC(=O)C2CCCCC2)cc1 | -0.6 | i | 1 | 0 | -1.2
40 | COCCCn1c(=S)[nH]c2sc3c(c2c1=O)CCCC3 | -0.3 | i | -2 | 0 | 0.9

nr | NadD inh | CSN deneddyl inh | SUMO1-SIM PPI | Scp-1 inhibitor | MsrA inh
31 | -1 | -2 | 4 | -10 | 1.8
32 | 1 | 5 | 3 | -7 | -1.1
33 | -1 | -3 | -1 | 5 | -0.2
34 | -3 | -4 | -3 | -5 | -0.5
35 | 1 | 2 | -2 | -3 | 0.9
36 | 1 | 3 | 2 | -7 | 1.3
37 | 5 | -4 | -5 | -2 | 0.6
38 | 4 | 2 | -7 | -4 | 0.2
39 | 6 | -3 | 1 | -1 | -0.1
40 | 3 | 6 | 14 | -4 | 2.2

# Source: PubChem (several laboratories)
